TNF death inh: inhibitors of TNF-alpha triggered necroptosis, primary screen, cell-based, Jurkat FADD-/-, single concentration. Jurkat FADD-/- TNF necroptosis rescue, ATP luminescence, 24 h; 0 = TNF only, 100 = no-TNF cells. activation (protection from cell death), % at 10 µM. hit rate 0.068% among 220,000. AID 463075, 2010;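 active means activation, meaning protection from cell death, of at least 50% relative to plate controls; inactive means activation below 50%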;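 further: necroptosis triggered by 40 ng/mL TNF-alpha added together with compound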
FXIa inh 1536: human FXIa protease inhibitors, primary screen, biochemical, 1536-well; hit rate 0.14% among 220,000; inhibition, % at 5 µM; purified FXIa, Boc-Glu-Ala-Arg-AMC fluorogenic substrate; AID 798, 2007;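 active means inhibition of at least 40%; inactive means inhibition below 40%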;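 further: fluorescence of freed AMC excited at 355 nm; 0% = enzyme without compound and 100% = no enzyme blank; many of its hits are not listed in these tables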
Wee1 stabilizer: Wee1 degradation inhibitors, primary screen, cell-based, HeLa, Wee1K328M-luciferase, luminescence. reporter increase, % at 5 µM. AID 1321, 2008. HeLa Luc-Wee1K328M stability; 100% = proteasome inhibitor MG132 effect. hit rate 1.2% among 220,000. Wee1-like protein kinase (Homo sapiens), P30291;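 active means activation above the mean of all tested compounds plus 3 SD, set per screening run, cut at about 8.8% in these data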;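 further: cells exposed to compound for 20 h before luminescence read; 0% = DMSO alone and 100% = MG132 at 30 µM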
FXIIa inh: human FXIIa protease inhibitors, primary screen, biochemical, 1536-well | Coagulation factor XII (Homo sapiens), P00748 | purified FXIIa, Boc-QGR-AMC fluorogenic substrate, 2 h | inhibition, % at 5 µM | hit rate 0.3% among 220,000 | AID 800, 2007; in the data active means inhibition above about 40%;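 further: 0% = enzyme with no compound and 100% = blank without enzyme; many of its hits are not listed in these tables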
Target sequence (P00748 20-372 limits assumed): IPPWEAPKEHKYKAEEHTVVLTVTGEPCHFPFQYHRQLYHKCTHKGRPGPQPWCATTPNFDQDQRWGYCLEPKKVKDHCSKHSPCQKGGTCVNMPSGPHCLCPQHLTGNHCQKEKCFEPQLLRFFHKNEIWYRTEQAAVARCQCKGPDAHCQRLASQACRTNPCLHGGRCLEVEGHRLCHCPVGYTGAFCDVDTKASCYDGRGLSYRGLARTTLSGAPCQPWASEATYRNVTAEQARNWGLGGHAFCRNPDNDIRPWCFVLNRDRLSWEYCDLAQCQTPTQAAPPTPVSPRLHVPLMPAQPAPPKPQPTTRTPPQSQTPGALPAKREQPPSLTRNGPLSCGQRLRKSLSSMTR
Target sequence (P00748 373-615 limits assumed): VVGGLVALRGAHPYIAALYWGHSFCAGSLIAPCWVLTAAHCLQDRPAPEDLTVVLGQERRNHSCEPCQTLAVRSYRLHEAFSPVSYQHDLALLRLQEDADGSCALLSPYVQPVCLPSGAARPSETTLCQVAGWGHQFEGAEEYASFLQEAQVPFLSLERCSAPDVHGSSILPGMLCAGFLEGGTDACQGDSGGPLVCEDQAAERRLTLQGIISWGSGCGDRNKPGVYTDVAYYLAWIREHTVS
CHOP inhibitor: inhibitors of CHOP promoter induction, primary screen, cell-based, unfolded protein response, luciferase reporter; AID 2732, 2010; hit rate 3.8% among 220,000; CHO-K1 CHOP-promoter luciferase, tunicamycin-induced, 15-18 h; inhibition, % at 10 µM;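 active means compounds that reduced the stress-induced luciferase reporter signal by more than about 70% of percent inhibition, limit read from the data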;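 further: 0% = tunicamycin plus vehicle and 100% = wells without tunicamycin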
PGE2 EP2 inh: human EP2 receptor antagonists, primary screen, TR-FRET cAMP, C6 glioma cells | hit rate 0.52% among 260,000 | inhibition, % at 25 µM | Prostaglandin E2 receptor EP2 subtype (Homo sapiens), P43116 | C6 glioma cells expressing human EP2; cells stimulated with saturating PGE2 | AID 1422, 2008;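 active means percent inhibition above 40 after rounding to a whole number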;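 further: rat C6 glioma host cells with rolipram phosphodiesterase inhibitor present; the protocol text gives 20 µM as final concentration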
Target sequence (P43116 whole entry, looked up): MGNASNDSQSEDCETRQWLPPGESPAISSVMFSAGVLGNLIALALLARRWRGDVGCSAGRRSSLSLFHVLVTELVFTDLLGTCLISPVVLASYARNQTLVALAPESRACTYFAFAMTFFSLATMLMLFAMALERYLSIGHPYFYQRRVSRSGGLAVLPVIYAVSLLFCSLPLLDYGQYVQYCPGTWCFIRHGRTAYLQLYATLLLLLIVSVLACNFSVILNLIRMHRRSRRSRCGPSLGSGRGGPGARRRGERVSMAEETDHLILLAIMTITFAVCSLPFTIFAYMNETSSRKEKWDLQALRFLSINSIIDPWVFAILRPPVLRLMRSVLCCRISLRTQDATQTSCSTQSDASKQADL
Tb hexokinase: Trypanosoma brucei hexokinase 1 inhibitors, primary screen, biochemical, G6PDH-coupled NADH absorbance, MLSCN library; recombinant TbHK1, G6PDH-coupled NADH A340; hit rate 0.11% among 220,000; hexokinase 1 [Trypanosoma brucei]; inhibition, % at 10 µM;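 active means inhibition of 50% or more in the single-dose primary screen; inactive means inhibition below 50%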
PPC-1+TRAIL kill: compounds killing PPC-1 cancer cells with TRAIL present, primary screen, TRAIL potentiator project, ATPLite luminescence, uHTS; hit rate 0.41% among 220,000; cell killing (% activity), % at 4 µM; AID 1443, 2008; PPC-1 cells + TRAIL, ATPLite viability luminescence;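 active means cell killing above 50% in the first pass at 4 µM, then a duplicate retest at 5 µM averaging 50% or more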;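 further: plate controls were cells with TRAIL plus DMSO for no effect and medium-only wells lacking cells for full effect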
L929 necroptosis: inhibitors of zVAD-triggered necroptosis, primary screen, L929 cells; hit rate 0.38% among 220,000; AID 1377, 2008; L929 zVAD necroptosis rescue, ATP luminescence, 24 h; with zVAD 60 µM; viability rescue, % at 10 µM;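 active means activation, scaled between plate controls, above about 75%, limit read from the data; inactive means activation under that limit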;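 further: 0% = zVAD with DMSO and 100% = DMSO alone without zVAD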
Starred values were filed as active, the others as inactive; · = not tested or not shown; & = joins results of further samples.

SMILES	TNF death inh	FXIa inh 1536	Wee1 stabilizer	FXIIa inh	CHOP inhibitor	PGE2 EP2 inh	Tb hexokinase	PPC-1+TRAIL kill	L929 necroptosis
O=C(c1ccccc1)c1cccn1CC(=O)N1CCN(c2ccccc2)CC1	-11	8	-1	16	45	18	-6	-1	0.0
COc1ccc(C)cc1NC(=O)CC(NC(C)=O)c1ccccc1 (stereo not given)	2.0	-2	-3	1	-12	5	10	18	1.4
O=C(CN1C(=O)CS/C1=C\c1nc(-c2ccc(Cl)cc2)cs1)Nc1cccnc1Cl	-2.2	-4	1	-3	-6	2	-35	10	1.2
CCN1CCCC1CNC(=O)c1cc(S(=O)(=O)CC)c(N)cc1OC (stereo not given)	·	·	-1&6	·	8&8	17	·	10	·
O=C(Nc1cc(-c2nc3ccccc3s2)ccc1Cl)c1ccc2c(c1)OCO2	-2.1	3	2	12	-4	12	-10	21	0.8
COc1ccccc1/C=C/C(=O)NCC(=O)n1nc(C)cc1C	3.2	-19	-1	0	20	17	-7	4	1.3
C=CCSc1nc(N(CC)CC)c2sccc2n1	-6.6	2	-4	14	64	14	-2	21	0.2
COc1ccc(/C(C)=N/NC(=S)NCCc2ccccc2)cc1	-5.0	0	0	5	13	10	-1	16	-0.2
CCc1ccc2c(c1)/C(=C/C(=O)c1cccs1)C(=O)N2	-9.6	-1	-1	3	109*	23	-1	-24	1.1
Brc1ccc(-c2nn3c(-c4ccco4)nnc3s2)o1	-4.8	11	-3	21	8	43*	-17	9	0.1
Cc1cccc(-n2ccnc2CN2CCN(C3CCCC3)C(CCO)C2)c1 (stereo not given)	0.8	-1	5	12	-3	7	-2	11	-0.4
CC1CCCC(C)N1c1nnc(NC(=O)Cn2c(=O)oc3ccccc32)s1 (stereo not given)	1.3	3	0	6	-8	12	4	16	5.0
O=C1CCCC(O)=C1C(C#Cc1ccccc1)C1=C(O)CCCC1=O	-4.9	4	-2	14	-8	43*	5	12	1.1
COc1ccccc1NC(=O)Cn1cnc2c(nnn2-c2ccc(C)cc2)c1=O	-1.4	-4	-2	3	30	10	-2	12	0.3
COc1ccc(C2CC(c3ccccc3)n3nc(NC(=O)c4cccs4)nc3N2)cc1 (stereo not given)	0.4	-7	-2	14	-3	·	3	23	1.4
COc1cc(/C=C2/CCCC(C(=O)C(F)(F)F)=C2O)ccc1O	5.5	2	0	4	8	14	-11	-9	0.4
Cc1cc(C)n2nc(SCC(=O)NC(=O)NCc3ccco3)nc2n1	-0.6	-3	-4	0	15	11	-9	-4	3.3
COCC(=O)n1nc(-c2ccccc2)nc1NCc1ccc(N(C)C)cc1	0.9	-7	2	-7	22	14	-2	15	5.4
CCc1cccc(C)c1NC(=O)CSc1nnc(CCCOc2ccc(Cl)cc2Cl)n1C	-1.0	-7	2	16	68	10	-9	6	-0.1
O=C(CNC(=O)C1CCCCC1)Nc1ccc(Cl)cc1	-2.0	3	-1	4	13	13	5	14	0.1
Cc1[nH]c2ccccc2c1C(=O)CN1C(=O)NC(C)(c2ccc(Cl)cc2Cl)C1=O (stereo not given)	-5.2	21	-2	21	-1	8	-7	10	6.3
CCc1cc2c(CN3CCN(CC)CC3)cc(=O)oc2cc1O	0.5	-8	0	-7	20	1	-26	25	-0.1
CC1CCCN(S(=O)(=O)c2ccc(C(=O)Nc3nnc(-c4ccncc4)o3)cc2)C1 (stereo not given)	-1.7	3	-1	1	13	7	-18	7	-0.4
CCN(CC)S(=O)(=O)c1cc(C(=O)OC)ccc1Cl	-0.2	-7	2	0	-17	1	1	13	0.0
O=C(CSCc1ccc([N+](=O)[O-])cc1)Nc1ccc(S(=O)(=O)N2CCCCCC2)cc1	1.4	-2	1	2	23	10	12	17	0.9
COCCNC(=O)c1cc2c3ccccc3n(C)c2s1	-3.8	0	-1	14	12	7	-31	-7	1.6
Cn1cnnc1SCC(=O)c1ccc(OC(F)F)cc1	2.0	-1	2	13	13	7	0	23	0.2
Cc1ccc(NC(=O)C(SCC(=O)O)c2ccccc2)cc1C (stereo not given)	-1.5	4	-1	17	16	9	3	16	-0.1
NS(=O)(=O)c1ccc(NC(=O)COc2ccc(C(=O)c3ccc(F)cc3)cc2)cc1	-2.4	0	-2	7	28	8	1	-10	0.1
COc1ccc(/C=C/c2nnc(NC(=O)COc3ccccc3)s2)cc1	2.4	4	6	8	7	3	-36	24	0.1
CN(/N=C/c1ccncc1)c1cnn(-c2ccc(F)c(Cl)c2)c(=O)c1Cl	0.7	-2	-2	1	100*	8	-36	9	1.8
O=C(NCc1ccc2c(c1)OCO2)C12CC3CC(CC(C3)C1)C2	3.1	2	2	12	24	5	-4	10	0.7
O=C1C2CCCN2C(c2ccccc2F)N1c1cccc(Cl)c1 (stereo not given)	0.0	-8	2	-1	5	5	-7	-5	-0.3
Cc1cc(C)cc(NC(=O)CCc2nc3ccccc3[nH]2)c1	-0.6	-9	1	0	16	5	-5	-2	0.2
CN(C)c1ccc(CNC(=O)C2CCC(CNc3c(N4CCCCC4)c(=O)c3=O)CC2)cc1 (stereo not given)	-0.8	2	2	2	-18	3	-8	-1	0.9
CCc1ccc(-n2c(CSc3nnnn3-c3ccccc3)nc3ccccc3c2=O)cc1	0.7	1	1	17	4	13	-14	-8	0.1
COc1cc(OC)cc(C(=O)N[C@H](C(=O)OCc2cc(=O)oc3cc(C)ccc23)C(C)C)c1	0.8	3	-1	11	44	12	-5	-4	0.1
Cc1c(Cl)c([N+](=O)[O-])nn1CCCC(=O)Nc1ccc(Cl)cc1Cl	2.8	-1	1	2	21	9	3	14	0.4
Cc1nn(Cc2ccccc2)c(C)c1C(=O)Nc1ccc(N2CCOCC2)cc1	-1.5	2	-4	7	9	4	-4	4	0.3
CN(c1ccc(C(=O)N2CCCCC2)cc1)S(C)(=O)=O	-0.1	8	-3	14	79*	-4	1	-2	-0.3
Cn1c(Cn2nnc3ccccc32)nnc1SCC(=O)N1c2ccccc2Sc2ccccc21	-5.4	5	0	11	10	0&12	-7	20	-0.2
O=C(Nc1ccccc1-c1ccccc1)c1cccs1	-2.0	17	4	33	-22	1	-1	0	-0.4
CCc1nc2sc3c(c2c(=O)n1N)CCC3	0.6	9	2	29	10	10	-1	8	0.9
COc1cc(C2CC(=O)c3c(O)cc(O)cc3O2)ccc1O (stereo not given)	-0.7	0	-3	5	27	12	-16	15	-1.1
CCN(CC)CCCNC(=O)CCC(=O)Nc1ccc2nc(N3CCCCC3)cc(C)c2c1	0.3	11	-2	1	8	10	2	-2	-0.2
CCOC(=O)C1CCN(C(=O)C2c3ccccc3C(=O)N(C)C2c2ccc(OC)cc2)CC1 (stereo not given)	-1.6	-13	-3	12	15	10	2	27	-0.4
Cc1ccc(N2CCN(S(=O)(=O)N3CCCCC3)CC2)c(C)c1	1.0	-4	-3	2	31	2	2	-3	15
CCCC(=O)NC(=S)Nc1ccc(N2CCN(C(=O)c3cccs3)CC2)cc1	3.1	-4	6	11	66	4	1	-8	-0.3
O=C(COc1cccnc1[N+](=O)[O-])Nc1ccc2c(c1)CCC2	3.4	4	-1	11	5	3	-7	7	-0.3
Cc1ccc2c(CC(=O)N3CCOCC3)coc2c1	1.3	-6	-3	-2	2	5	-1	6	1.8
COC(=O)c1cc(C(=O)c2ccc(Cl)cc2)n2c(=O)/c(=C\N(C)C)sc12	-3.6	-2	-2	7	11	7	-15	5	-1.5
O=C(CSc1nnc(NC(=O)CN2CCOCC2)s1)Nc1ccccc1	-2.4	2	-1	8	-3	8	-9	6	-0.2
Cc1nn2c3ccccc3n(Cc3ccccc3)c2nc1=O	6.4	7	2	15	5	13	-7	11	0.0
CCOC(=O)N1CCN(c2c(NCCOC)c(=O)c2=O)CC1	0.2	-7	0	4	34	9	-11	25	1.3
COc1cccc(C(=O)N2CCN(C3CCC(c4ccccc4)CC3)CC2)c1OC (stereo not given)	-0.8	-4	-1	-2	40	10&8	1	6	-0.1
Cc1cc(C(F)F)n2nc(C(=O)Nc3cc(C)on3)nc2n1	-1.6	-29	0	6	-1	15	4	3	0.2
Cc1c(Cc2ccccc2)c(=O)oc2cc(OC(=O)c3ccccc3)ccc12	-5.2	10	3	5	27	19	0	8	0.1
COC(=O)CSc1nnc(CNC(=O)c2ccc(S(=O)(=O)N3CCCCC3)cc2)n1C	-0.7	1	-2	9	11	4	4	4	-0.1
O=C1CC(c2ccccc2)CC(O)=C1C=Nc1ccccc1Cl (stereo not given)	-6.9	7	-3	9	60	4	0	26	0.9
CN1C(=O)CC(N2CCC(C(N)=O)(N3CCCCC3)CC2)C1=O (stereo not given)	0.4	-11	0	16	44	8	2	8	1.0

Whole records from above.
CCOC(=O)N1CCN(c2c(NCCOC)c(=O)c2=O)CC1 across the screens: TNF death inh: 0.2; FXIa inh 1536: -7; Wee1 stabilizer: 0; FXIIa inh: 4; CHOP inhibitor: 34; PGE2 EP2 inh: 9; Tb hexokinase: -11; PPC-1+TRAIL kill: 25; L929 necroptosis: 1.3
Cc1ccc2c(CC(=O)N3CCOCC3)coc2c1 across the screens: TNF death inh: 1.3; FXIa inh 1536: -6; Wee1 stabilizer: -3; FXIIa inh: -2; CHOP inhibitor: 2; PGE2 EP2 inh: 5; Tb hexokinase: -1; PPC-1+TRAIL kill: 6; L929 necroptosis: 1.8

Other structures
SMILES	TNF death inh	FXIa inh 1536	Wee1 stabilizer	FXIIa inh	CHOP inhibitor	PGE2 EP2 inh	Tb hexokinase	PPC-1+TRAIL kill	L929 necroptosis
CN(C)CCOC(=O)C1(c2ccccc2)CCOCC1	-0.1&-0.9	7&-1	0&1	2&11	-14&5	10&8	6&-5	-14&4	-0.4&0.0
CCOC(=O)C1C(=O)C=C(c2ccc(Br)cc2)CC1c1ccco1 (stereo not given)	0.1	-9	0	0	34	4	-11	-9	0.1
O=C(COC(=O)c1ccncc1)Nc1cc(Cl)c(Cl)cc1Cl	-0.6	0	-2	10	1	·	-2	24	0.3
C=CCn1c(SCc2ccc(Cl)cc2)nc2cc(C(=O)N3CCC(C(N)=O)CC3)ccc2c1=O	3.2	-4	-1	4	83*	8	-19	3	-0.8
CCOc1ccc(/C=C/C(=O)CCC(=O)O)cc1	0.6	0	1	6	9	5	-13	27	-0.3
CC(=O)c1cc2c(cc1NS(=O)(=O)c1ccc(F)cc1)OCO2	0.8	-2	-1	3	-3	4	-5	2	-0.6
CCOc1ccc2nc(NC(=O)Cn3[nH]c(=O)c4ccccc4c3=O)sc2c1	-1.5	-1	0	4	16	12	-18	25	0.6
Clc1cccc(Cl)c1-c1noc(CN2CCOCC2)n1	-4.6	-4	5	5	-15	6	-3	4	0.4
Cc1c(NP(=O)(c2ccc(Br)cc2)c2ccc(Br)cc2)c(=O)n(-c2ccccc2)n1C	-0.6	0	0	5	28	5	1	15	-0.7
COc1cc(/C=N/NC(=O)C(=O)NCc2cccnc2)ccc1O	1.3	0	-3	5	14	7	-39	4	1.3
CCOc1ccc(CCNC(=O)CSCc2ccc(C)cc2)cc1OCC	4.1	0	-1	5	27	4	-3	9	-0.7
Cc1c(Cl)cccc1NC(=O)CC1SCCNC1=O (stereo not given)	0.6	2	-1	16	18	10	-6	8	2.1
Cc1ccc(-c2csc(SCC(=O)Nc3cc(C)on3)n2)cc1	0.3	3	-2	2	33	0	0	13	0.2

High-throughput results as filed in PubChem BioAssay.

This is a subset; rates above refer to the full screens.
